Screens (PubChem)
FLuc inhib CS: firefly luciferase enzyme inhibitors, primary screen, artefact control for luciferase-based inhibitor screens, biochemical, luminescence, ATPLite; Luciferin 4-monooxygenase (Photinus pyralis), P08659; 10 min; inhibition, % at 10 µM; 200,000 compounds, 1.5% hits;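 active = inhibition above about 50% when tested at 10 µM, limit read from the data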
Target sequence (P08659 whole entry, looked up): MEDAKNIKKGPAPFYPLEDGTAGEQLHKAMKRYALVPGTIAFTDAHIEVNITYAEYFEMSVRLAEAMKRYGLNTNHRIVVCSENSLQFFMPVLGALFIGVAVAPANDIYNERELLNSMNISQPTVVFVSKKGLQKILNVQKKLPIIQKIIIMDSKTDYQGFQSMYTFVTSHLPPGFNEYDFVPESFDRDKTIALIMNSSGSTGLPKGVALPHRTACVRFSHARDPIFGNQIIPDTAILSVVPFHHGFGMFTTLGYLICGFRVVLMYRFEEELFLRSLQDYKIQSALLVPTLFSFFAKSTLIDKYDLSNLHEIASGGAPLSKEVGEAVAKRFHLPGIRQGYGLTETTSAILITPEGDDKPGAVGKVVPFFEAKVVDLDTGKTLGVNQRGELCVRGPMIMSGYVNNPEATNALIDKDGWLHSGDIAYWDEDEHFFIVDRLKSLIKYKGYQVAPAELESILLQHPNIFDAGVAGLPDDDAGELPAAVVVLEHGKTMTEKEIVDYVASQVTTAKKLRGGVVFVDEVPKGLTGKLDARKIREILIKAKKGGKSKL
RAM network inh: inhibitors of the yeast RAM network, primary screen, dse1pr::URA3 reporter, 5-FOA selection; S. cerevisiae dse1pr::URA3 reporter, 5-FOA growth OD615, 2 d; analog-sensitive cbk1-as2 kinase mutant strain; inhibition, % at 50 µM; 190,000 compounds, 1.8% hits; AID 868, 2007;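 active = inhibition above a set limit, 3 SD over mean compound inhibition, cut at about 8.4% in these data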;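 also: 0% = DMSO-only wells with no growth and 100% = 10 µM 1-NA-PP1 full growth; inhibition rescues growth on 5-FOA so higher OD means more RAM inhibition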
NF-kB expr up: activators of NF-kB expression in neurons, primary screen, cell-based, HTS; human neuronal cells, NF-kB reporter expression; hits give high values; fold change at 12.5 µM; 190,000 compounds, 1.6% hits; AID 1239, 2008; in the data active = fold change above about 3.3
STAT3 activator: IL-6 driven STAT3 reporter potentiators, primary screen, U3A cells, luciferase, luminescence, MLSCN library; IL-6 STAT3-luciferase reporter; 100% = signal with IL-6 EC80 alone; activation (% of control), % at 5.6 µM; 190,000 compounds, 0.91% hits;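 active = activation above the screen-wide mean of compound activation plus 3 SD, cut at about 130% in these data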;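 also: 0% = background luminescence of wells with medium and substrate only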
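Test system: STAT3-luciferase reporter U3A cells; Detection: reporter luminescence signal; Times: 1 h compound pre-exposure, 6 h IL-6 stimulation, 37 °C; Benchmarks: IL-6-only high control; Also added: IL-6 stimulus at 33 ng/mL final.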
STAT1 act: STAT1 signaling activators, primary screen, cell-based, HTS, luciferase reporter; NIH 3T3 STAT1-luciferase reporter, IFN-gamma, luminescence; 100% = IFN-gamma alone, no compound; activation (% of control), % at 5.5 µM; 200,000 compounds, 2.6% hits;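 active = activation above the screen-wide mean activation plus 3 SD, cut at about 130% in these data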;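 also: raw ratio to IFN-gamma control signal so 100% means no change and 0% no light; values of inactives mirror those of a sister screen read the other way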
APP transl inh: inhibitors of APP translation via 5'UTR reporter, primary screen, APP 5'UTR luciferase, SH-SY5Y cells | SH-SY5Y APP 5'UTR-luciferase reporter, luminescence | inhibition, % at 2 µM | 190,000 compounds, 0.82% hits | AID 1285, 2008;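 active = inhibition above a set limit, derived from the sample mean plus 3 SD, cut at about 45% in these data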; also: values of inactives mirror those of a sister screen read the other way
STAT3 inh: IL-6 driven STAT3 reporter inhibitors, primary screen, U3A cells, luciferase, luminescence, MLSCN library; IL-6 STAT3-luciferase reporter; host cell line lacks STAT1; inhibition, % at 5.5 µM; 190,000 compounds, 0.89% hits; AID 862, 2007;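 active = inhibition above the mean inhibition across all screened compounds plus 3 SD, cut at about 44% in these data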;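 also: 0% = DMSO only wells and 100% = 100 µM nifuroxazide control wells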
Hsp70 act: Hsp70 transcriptional activators, primary screen, cell-based, HeLa, Hsp70 promoter luciferase, luminescence, 10 µM. HeLa Hsp70 promoter luciferase reporter; scaled: vehicle 0, proteasome-inhibitor control 100%. activation, % at 10 µM. 200,000 compounds, 0.04% hits. AID 1203, 2008;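 active = activation above the mean across all tested compounds plus 3 SD, cutoff set per campaign, cut at about 5.5% in these data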;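 also: 100% = MG132 at 30 µM as the positive control and 0% = DMSO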
APP 5'UTR act: activators of APP 5'UTR luciferase reporter, primary screen, SH-SY5Y cells; SH-SY5Y APP 5'UTR luciferase reporter, luminescence; zero percent = DMSO vehicle wells; activation, % at 2 µM; 190,000 compounds, 1% hits; AID 1276, 2008;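 active = activation above a set limit, based on mean plus 3 SD of controls, cut at about 140% in these data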; also: values of inactives mirror those of a sister screen read the other way
STAT1 inh: STAT1 signaling inhibitors, primary screen, cell-based, HTS, luciferase reporter | NIH 3T3 STAT1-luciferase reporter, IFN-gamma, luminescence | inhibition, % at 5.5 µM | 200,000 compounds, 0.35% hits | AID 920, 2007;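 active = inhibition above a set limit, the mean inhibition across all tested compounds plus 3 SD, cut at about 34% in these data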;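 also: 0% = IFN-gamma with DMSO and 100% = IFN-gamma with 300 µM nifuroxazide; values of inactives mirror those of a sister screen read the other way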
Active calls of the source: *; / = not tested or not shown. Compounds were not picked by outcome. Share with any hit: about 7.7%.

SMILES	FLuc inhib CS	RAM network inh	NF-kB expr up	STAT3 activator	STAT1 act	APP transl inh	STAT3 inh	Hsp70 act	APP 5'UTR act	STAT1 inh
CCc1ccc(NC(=O)/C(C#N)=C/c2cn(CC(=O)O)c3ccccc23)cc1	-2.3	6.4	1.13	91.3	91.0	-0.2	12.7	0.1	0.2	8.3
CCC(Sc1nc(-c2cccc(OC)c2)c(C#N)c(=O)[nH]1)C(=O)Nc1nnc(C(C)C)s1 (stereo not drawn)	-4.3	2.5	0.98	96.9	95.5	-17.5	8.0	-0.1	17.5	3.5
CCCn1c(C)nc2c(c1=O)c1nc3ccccc3nc1n2CCC1=CCCCC1	-10.1	3.2	0.6	75.2	104.1	1.1	35.2	0.6	-1.1	-4.5
COc1ccc(CNC(=O)C(C)OC(=O)C23CC4CC(CC(O)(C4)C2)C3)cc1 (stereo not drawn)	-1.2	1.0	1.33	98.5	99.2	-16.9	0.3	-0.2	16.9	1.0
COc1ccc(OC)c(Nc2nc3nonc3nc2N2CCCCC2)c1	-5.9	3.0	1.05	163.2*	96.2	9.1	-72.4	0.2	-9.1	4.2
CN(C)/C(Cn1cncn1)=C1/N=C(c2c(F)cccc2F)OC1=O	3.3	1.1	1.09	103.1	100.7	-9.0	2.3	0.0	9.0	-3.1
CCN1C(=O)c2cccc3c(S(=O)(=O)Nc4ncccc4C)ccc1c23	-5.0	-0.3	0.82	95.8	95.6	10.0	10.1	0.6	-10.0	4.8
COc1ccc(-c2nc(N)ncc2Oc2ccccc2Br)c(O)c1	0.0	3.5	1.17	105.5	102.4	-3.1	-1.9	0.0	3.1	-2.6
CCN(Cc1ccccc1)C(c1ccc(Cl)cc1)c1nnnn1C(C)(C)C (stereo not drawn)	-3.0	-0.1	1.03	98.6	98.2	3.0	3.2	0.2	-3.0	2.0
COc1ccc(Cc2nnc(Nc3ccccc3OC)[nH]c2=O)cc1	-8.5	2.8	0.84	102.3	95.2	-4.4	9.0	-0.1	4.4	4.3
CC1CCCC(C)N1C(=O)CN1CCN(c2nc(-c3ccc(F)cc3)cs2)CC1 (stereo not drawn)	-5.0	0.0	0.55	94.8	87.9	4.8	8.6	-0.1	-4.8	13.0
COc1ccccc1NC(=O)CSc1nnc(-c2ccccc2)o1	-10.0	3.0	2.52	96.3	111.0	/	13.1	0.1	/	-12.2
Cc1[nH]c2ccc3ncccc3c2c1C	-1.6	0.9	1.27	84.9	104.9	9.3	18.0	-0.6	-9.3	-5.5
COc1ccccc1N(CC(=O)Nc1cccnc1)S(=O)(=O)c1ccccc1	0.2	1.1	1.01	105.6	97.8	-0.6	-1.8	-0.2	0.6	2.4
Cn1c(-[n+]2c(-c3ccccc3)cc(-c3ccccc3)cc2-c2ccccc2)nc2cc([N+](=O)[O-])ccc21	-3.9	2.4	0.62	109.7	99.3	-8.3	-5.2	-0.1	8.3	0.8
CCOC(=O)C(C(=O)OCC)C1CS(=O)(=O)CC1C(C(=O)OCC)C(=O)OCC (stereo not drawn)	-7.3	2.1	0.95	97.9	104.1	-8.8	5.7	-0.2	8.8	2.6
COc1ccc(S(=O)(=O)Cc2ccc(C(=O)N3CCN(C4CCCCC4)CC3)o2)cc1	-4.4	0.0	1.01	97.2	93.5	-5.8	11.8	-0.1	5.8	7.2
Clc1ccc(CSc2cc3c(nn2)-c2ccccc2CC3)cc1Cl	-2.4	10.5*	1.05	91.6	99.8	7.2	15.9	0.2	-7.2	0.2
CC1=NN(C(=O)Cc2ccccc2)C(O)(c2cccnc2)C1 (stereo not drawn)	-4.9	1.6	0.98	98.2	94.9	-0.5	11.0	0.1	0.5	4.3
COCc1cc(/C=N\NC(=O)Cc2ccc(OC)cc2)ccc1OC	1.4	3.1	1.38	90.5	96.2	-8.8	15.1	-0.4	8.8	4.3
COC(=O)[C@@H](N)Cc1ccc(O)cc1	-3.7	1.5	1.02	99.0	98.8	-17.5	3.4	-0.3	17.5	1.4
Cc1cc(C)nc(SCC(=O)c2ccc3c(c2)OCCO3)n1	-4.5	0.1	0.89	80.2	100.6	6.9	27.0	-0.2	-6.9	-0.7
O=C1/C(=C/c2ccccc2)Oc2cc(OC(=O)N3CCOCC3)ccc21	20.6	1.9	1.04	107.7	110.6	26.0	-12.0	0.2	-26.0	-11.9
Cc1ccccc1NC(=O)c1ccc(Cn2cc([N+](=O)[O-])cn2)o1	-7.1	-0.2	1.25	98.2	99.4	4.5	3.6	-0.2	-4.5	-0.5
CC(=O)Nc1ccc2sccc2c1	-4.6	0.7	1.5	108.7	103.8	2.7	-5.0	-0.1	-2.7	-4.2
CCOCCCNC(=O)C(NC(=O)Cc1c[nH]c2ccccc12)c1ccccc1 (stereo not drawn)	-4.6	0.1	1.03	144.2*	89.5	-7.0	-41.8	-0.1	7.0	10.1
CCn1c(SCC(=O)Nc2nnc(C)s2)nnc1-c1ccncc1	-6.2	0.6	1.02	100.9	105.7	1.4	2.4	-0.2	-1.4	-6.2
Clc1ccc(C2=Nn3c(nnc3-c3cccs3)SC2)cc1	-3.4	2.8	1.19	84.4	97.6	4.6	20.6	-0.1	-4.6	-1.7
O=C(COc1cc(=O)n2c(n1)SCCC2)c1ccccc1	1.1	1.3	1.05	99.6	101.8	-11.8	8.0	-0.6	11.8	-2.0
COc1ccc(NC(=O)Cn2nnc(C(=O)NCCc3ccc(OC)c(OC)c3)c2N)c(OC)c1	-9.3	0.7	1.17	98.8	86.7	-27.4	6.4	-0.1	27.4	15.7

3 successive records out of the list so far, quoted:
SMILES	FLuc inhib CS	RAM network inh	NF-kB expr up	STAT3 activator	STAT1 act	APP transl inh	STAT3 inh	Hsp70 act	APP 5'UTR act	STAT1 inh
Clc1ccc(C2=Nn3c(nnc3-c3cccs3)SC2)cc1	-3.4	2.8	1.19	84.4	97.6	4.6	20.6	-0.1	-4.6	-1.7
O=C(COc1cc(=O)n2c(n1)SCCC2)c1ccccc1	1.1	1.3	1.05	99.6	101.8	-11.8	8.0	-0.6	11.8	-2.0
COc1ccc(NC(=O)Cn2nnc(C(=O)NCCc3ccc(OC)c(OC)c3)c2N)c(OC)c1	-9.3	0.7	1.17	98.8	86.7	-27.4	6.4	-0.1	27.4	15.7

Next section:
SMILES	FLuc inhib CS	RAM network inh	NF-kB expr up	STAT3 activator	STAT1 act	APP transl inh	STAT3 inh	Hsp70 act	APP 5'UTR act	STAT1 inh
O=S(=O)(NC1CCCC1)c1cccc(S(=O)(=O)N2CCC(n3nnc4ccccc43)CC2)c1	3.9	1.6	0.82	102.3	104.0	1.1	0.2	-0.3	-1.1	-4.3
O=C1OCc2cccc([N+](=O)[O-])c21	-3.4	0.3	1.17	92.4	100.8	-7.3	10.4	-0.3	7.3	-1.4
CCc1nc(NCCCn2ccnc2)c2oc3ccccc3c2n1	-1.3	1.1	0.66	117.2	101.1	2.5	-16.9	-0.1	-2.5	-1.2
Cc1ccc(C(=O)NCC(C)(C)O)cc1	-2.9	1.4	1.08	105.2	101.0	2.0	-1.3	0.0	-2.0	-1.1
O=C(Nc1nnc(C2CC2)s1)c1cc(S(=O)(=O)N2CCN(c3ccccc3)CC2)ccc1Cl	-4.7	0.8	0.92	94.2	96.7	10.4	11.0	-0.2	-10.4	3.7
CC1(C)Cc2c(sc(NC(=O)COc3ccccc3)c2C#N)C(C)(C)N1	3.3	0.7	1.16	106.3	97.9	-13.8	-3.8	-0.4	13.8	0.1
CN(C)S(=O)(=O)c1cccc(C(=O)N2CCc3ccccc32)c1	-3.1	1.2	1.3	147.8*	97.3	-6.5	-52.8	-0.3	6.5	3.7
O=C(c1cc(=O)[nH]c2ccccc12)N1CCN(c2cccc(C(F)(F)F)c2)CC1	-3.8	0.6	0.98	95.3	91.3	-7.8	10.2	0.1	7.8	6.3
Cc1nn(-c2ccccn2)c2c1C(=O)C(Br)CC2 (stereo not drawn)	-10.2	0.5	0.83	103.9	80.8	15.3	-2.8	-0.1	-15.3	19.3
CSc1ncc(CN2CCN(C3CCN(C(C)C)CC3)C(CCO)C2)cn1 (stereo not drawn)	-4.8	1.7	1.13	113.8	108.6	-4.4	-12.5	-0.3	4.4	-11.5
Cc1ccc(OCCNC(=O)c2cccc(Oc3ccc(C(F)(F)F)cc3[N+](=O)[O-])c2)cc1	0.0	2.7	1.02	94.5	100.2	/	6.7	-0.3	/	-0.2
COc1ccc(CN2CCC(c3nc4ccc(Cl)cc4[nH]3)CC2)cc1	-10.8	-1.5	0.71	90.1	92.8	1.8	19.6	-0.4	-1.8	8.0
Cc1ccc(OCC(=O)Nc2ccc(S(=O)(=O)Nc3ccccn3)cc2)cc1	-3.0	1.6	1.04	101.2	103.5	-0.3	4.3	-0.3	0.3	-4.2
CNC(=O)NC(=O)COC(=O)/C=C/c1cccc(Br)c1	3.3	2.7	0.97	96.1	87.2	-29.6	11.9	0.1	29.6	13.4
Cc1cc(OCC(=O)N(C)C2CCCCC2)cc(C)c1Cl	3.2	-0.9	1.97	100.6	117.7	-22.5	7.9	0.3	22.5	-21.6
CCn1c(=O)cc(OCC(=O)N2CCCCCC2)c2ccccc21	-0.1	0.4	1.03	90.4	99.5	55.4*	14.7	1.1	-55.4	0.5
CCOC(=O)C1=C(CSc2nc(-c3ccncc3)ccc2C#N)OC(N)=C(C#N)C1c1ccc(OC)cc1 (stereo not drawn)	-6.3	1.2	1.29	99.3	95.3	3.9	4.3	0.1	-3.9	5.1
CCc1c(C)sc(NC(=O)Cn2nc(C)c([N+](=O)[O-])c2C)c1C(N)=O	-10.3	3.0	1.38	100.6	95.5	-11.4	4.6	-0.1	11.4	3.4
CC(C)CNc1nc(S(=O)(=O)c2ccccc2)c(Cl)s1	-8.6	1.6	1.1	93.1	108.9	-7.6	13.5	-0.2	7.6	-9.7
Cc1cc(C)n(-c2nc3c(c(=O)[nH]c(=O)n3C)n2Cc2ccccc2)n1	-4.2	0.3	1.05	104.6	99.6	-17.6	-5.4	-0.3	17.6	0.5
Cc1cc(C(=O)COC(=O)/C=C/c2cccc(F)c2)c(C)n1C	-4.4	2.6	1.12	99.5	107.6	-17.3	3.0	-0.1	17.3	-8.9
O=C(CN1C(=O)C(=O)N(Cc2ccccc2)C1=O)Nc1ccc(F)c(Cl)c1	-5.7	2.1	0.9	89.5	99.9	-19.5	15.1	-0.3	19.5	-2.4
Cc1ccc(C)c(NS(=O)(=O)c2cc(C(=O)Nc3ccccc3-c3ccccc3)ccc2Cl)c1	-0.8	7.7	0.67	103.7	104.1	-6.4	3.0	-0.5	6.4	-4.5
CCn1c(SCC(=O)Nc2nonc2C)nnc1-c1ccco1	-0.3	1.4	1.14	91.4	108.6	3.0	19.5	-0.2	-3.0	-9.4
CCC(C)NC(=O)/C=C1\Sc2ccccc2NC1=O (stereo not drawn)	25.5	2.3	1.28	90.1	108.1	-28.8	14.0	0.1	28.8	-9.0
